ER stress surv = protection against thapsigargin ER stress killing – CSM14.1 cells, ATP luminescence, primary screen | CSM14.1 thapsigargin ER stress survival | relative survival (cellular ATP), % at 15 µg/mL (by protocol) | hit rate 0.33% among 48,000 | AID 1010, 2008;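 active = survival measured by cellular ATP above 50% at 15 µg/ml in the first screen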;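 also: cell death triggered by about 15 µM thapsigargin; ATP read 24 h after thapsigargin was added; plate controls were thapsigargin with DMSO for no effect and DMSO without thapsigargin for full effect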
* marks the source's active call; other numbers are inactive results. Not all compounds are listed; count on the stated rates, not on these rows.

SMILES	ER stress surv
CCOC(=O)C(=CNc1ccc(OCC)cc1)C(=O)OCC	-4
CCOc1cc(/C=N/N2CCN(c3ccccn3)CC2)ccc1O	11
CCOC(=O)C1=C(O)/C(=C/c2cccnc2)SC1=Nc1cccc2ccccc12	37
NC(=O)c1ccc(N=Cc2ccccc2[N+](=O)[O-])cc1	4
Cc1cc(I)c2c(c1)C1C=CCC1C(C(=O)O)N2 (stereo not drawn)	-4
COc1ccc(NC(=O)c2cc(-c3ccccc3Cl)nc3ccccc23)c(OC)c1	7
O=c1/c(=C/c2cc(Cl)c(OCCOc3ccccc3)c(Cl)c2)sc2nc3ccccc3n12	5
COc1cc(CN2CCN(Cc3cccc(F)c3)CC2)cc2c1OCO2	2
Cc1cc(/C=c2\sc3nc4ccccc4n3c2=O)c(C)n1-c1cccc([N+](=O)[O-])c1	3
O=S(=O)(NC12CC3CC(CC(C3)C1)C2)c1ccc(Cl)cc1	2
COc1cc(-c2csc(N)n2)ccc1O	13
CCOC(=O)C(CC)Oc1ccc2c(C(F)(F)F)cc(=O)oc2c1 (stereo not drawn)	-1
COc1ccc(/C=N/Nc2ccc(Br)cc2)cc1[N+](=O)[O-]	9
COCCNC(=O)c1cc2n(n1)C(C(F)(F)F)CC(c1ccc(Cl)c(Cl)c1)N2 (stereo not drawn)	-4
CN(C)c1cccc(NC(=O)c2ccc(C(C)(C)C)cc2)c1	-3
CCCC(CCC)C(=O)Nc1ccc2c(c1)N(C(=O)CN1CCN(C)CC1)c1ccccc1CC2	-4
COc1ccc(NC(=O)c2nn3c(C(F)(F)F)cc(-c4cccs4)nc3c2Br)c(OC)c1	3
Cc1cccc(CN2CCN(C(=O)c3ccccc3F)CC2)c1	-5
CCN(CC)CCCNS(=O)(=O)c1ccccc1[N+](=O)[O-]	12
O=C(NC(Cc1c[nH]c2ccccc12)C(=O)O)/C(=C/c1ccco1)NC(=O)c1ccccc1 (stereo not drawn)	0
Cc1ccc2c(nc3s/c(=C\c4cccc(Cl)c4Cl)c(=O)n32)c1C	6
O=C(CCCOc1ccccc1)NCc1ccco1	6
N#Cc1ccc(C2N(Cc3ccccc3)CCN2Cc2ccccc2)cc1	0
COc1cc([N+](=O)[O-])ccc1NC(=S)NC(=O)/C=C/c1ccccc1	3
CCOc1cc(/C=N/O)ccc1OCc1ccc(Cl)cc1	-1
O=C(/C=C\c1ccccc1)Nc1ccc(N2CCOCC2)cc1	8
Cc1ccc(C(C)C)c(OCC(=O)Nc2cccc(C)n2)c1	6
Cc1cc2c(cc1C)NC(CC(=O)Nc1ccc([N+](=O)[O-])cc1)C(=O)N2 (stereo not drawn)	6
Clc1ccc(-c2nc(N3CCOCC3)c3ccccc3n2)cc1Cl	1
CC(=NCc1ccccc1)c1c(C)[nH]n(-c2nc3ccccc3s2)c1=O	-7
CCN(CC)c1ccc(NC(=O)c2ccco2)cc1	-10
O=C(N=Nc1c(O)n(CN2CCCCC2)c2ccc(Br)cc12)c1ccncc1	-2
O=C(/C=C/Nc1ccccc1F)c1ccccc1	-6
COc1ccc(CCNC(=O)c2ccccc2[N+](=O)[O-])cc1	6
COc1cc(C=O)ccc1OC(C)c1ccccc1 (stereo not drawn)	7
Cc1ccc(N2C(=O)/C(=C/c3ccc(OCc4cccc(C(=O)O)c4)cc3)C(=O)NC2=S)cc1	4
Cc1cc(Cl)ccc1NC(=O)C(=O)N/N=C/c1cccs1	3
Cc1ccc(C(=O)Nc2cccc(C(F)(F)F)c2)o1	1
O=C(Nc1ccc(Br)c(Cl)c1)C(c1ccccc1)c1ccccc1	4
COCCCNC(=O)CC(=O)N/N=C/c1cc(OC)c(OC)c(OC)c1	10
O=C(NC(=S)Nc1ccc2oc(-c3cccc4ccccc34)nc2c1)c1ccco1	4
Cc1cc(C=C2C(=O)c3ccccc3C2=O)c(C)n1-c1cccc(Cl)c1	0
Cc1ccc(C(=O)CSc2ncn[nH]2)cc1	0
COc1cc2c(cc1OC)C(c1ccc(Br)cc1)N(C1CC(=O)N(c3ccccc3)C1=O)CC2 (stereo not drawn)	-9
COc1ccc(Cl)c(NC(=O)CSc2nc(C)cc(C)n2)c1	2
Cc1ccc(Cl)c(OCCNC(C)(C)C)c1	-2
CN(C)c1cccc(C(=O)Nc2ccc(F)c(Cl)c2)c1	2
Cc1ccccc1Nc1nc(-c2cc3ccccc3oc2=O)cs1	9
Cc1ccc(N2C(=O)C3C(C2=O)C2C=CC3C23CC3)cc1 (stereo not drawn)	-2
O=C1/C(=C\c2ccc(-c3ccc([N+](=O)[O-])cc3Cl)o2)SC(=S)N1Cc1ccccc1	4

Given field by field: entries from further up.
> Cc1cc(/C=c2\sc3nc4ccccc4n3c2=O)c(C)n1-c1cccc([N+](=O)[O-])c1
  ER stress surv = 3
> O=S(=O)(NC12CC3CC(CC(C3)C1)C2)c1ccc(Cl)cc1
  ER stress surv = 2
> COc1cc(-c2csc(N)n2)ccc1O
  ER stress surv = 13
> CCOC(=O)C(CC)Oc1ccc2c(C(F)(F)F)cc(=O)oc2c1 (stereo not drawn)
  ER stress surv = -1

The list continues.
SMILES	ER stress surv
CCOC(=O)CCc1c(C)nc2cc(-c3cccc(C)c3)[nH]n2c1=O	3
CCCOc1cccc(C(=O)Nc2ccc(I)cc2Cl)c1	5
O=C(Oc1ccc(I)cc1)c1cccs1	2
O=C1/C(=C/c2cccs2)SC(=S)N1c1cccc(O)c1	-3
O=C1/C(=C\c2ccco2)SC(=S)N1Cc1ccccc1	9
CN(C)c1ccc(/C=C/C(=O)c2ccc3c(c2)OCCO3)cc1	-9
O=C1NC(=O)N(c2ccc(Cl)cc2)C(=O)/C1=C/c1cccc(Br)c1	2
CN1C(=O)C(=Cc2cccc(Cl)c2Cl)C(=O)N(C)C1=O	0
FC(F)(F)c1ccccc1CN1CCN(Cc2ccccc2Cl)CC1	-4
C=C(CC(Cc1ccccc1)C(=O)O)c1ccccc1 (stereo not drawn)	0
COc1ccc(C(=O)Nc2c(C)ccc3nsnc23)cc1	1
Cc1ccc(-c2cc(C(=O)N/N=C/c3c(C)nn(-c4ccccc4)c3C)[nH]n2)cc1	-2
Cc1ccc(C)c(N2C(=O)C3C4C=CC(C4=C4CCCC4)C3C2=O)c1 (stereo not drawn)	8
CN(C)/C=C/c1oc2ccc(Oc3ncccc3C#N)cc2c1[N+](=O)[O-]	2
Cc1c(-c2ccccc2)[n+](=O)c2c(n1[O-])CCCCC2	3
Cc1ccc(OCC(=O)Nc2ccc(Nc3ccccc3)cc2)c(C)c1	-4
O=c1/c(=C/c2cn(Cc3ccc(F)cc3)c3ccccc23)sc2nc3ccccc3n12	6
O=C(N/N=C/c1ccc(O)c(O)c1)Nc1ccccc1	-26
O=[N+]([O-])c1cc(C(F)(F)F)ccc1Sc1ccccn1	0
CC(Nc1n[nH]c(=O)[nH]c1=O)C(=O)N/N=C/c1ccc(Cl)cc1 (stereo not drawn)	4
C=CCn1c(SCC(=O)NCc2ccco2)nc2sc3c(c2c1=O)CCC3	1
COc1cc(Cl)cc(/C=C2/C(=O)NC(=O)N(c3ccc(C)cc3)C2=O)c1O	0
O=C(NCCN1CCOCC1)c1c(Cl)cccc1Cl	-2
CCCOc1ccc(C(=O)N2CCC(C)CC2)cc1	-3
COc1ccc(C(=O)NCc2ccccc2C)cc1	9
O=C(CCNc1cc(Cl)cc(Cl)c1)c1ccco1	15
COc1ccc(N(CC(=O)N/N=C(\C)c2ccccc2)S(=O)(=O)c2ccccc2)cc1Cl	9
Cc1ccc(S(=O)(=O)/N=C(\c2ccccc2)N(C)C)cc1	-1
CN(C)c1ccc(/C=N/S(=O)(=O)CCc2ccccc2)cc1	10
CC1=C(C(=O)Nc2ccc(C)cc2)C(c2ccc(C)cc2)NC(=S)N1 (stereo not drawn)	8
NC(=S)N/N=C/c1cccn1-c1ccc([N+](=O)[O-])cc1	1
O=C(Nc1ccc(O)cc1)c1ccc2c(c1)C(=O)N(c1ccccc1-c1ccccc1)C2=O	10
CCOc1cc(-c2ccc(OC)cc2)[o+]c2c1ccc1ccccc12	8
CCOc1ccc(NC(=O)COc2cc(C)c(Cl)c(C)c2)cc1	0
COc1ccc(C(=O)NCCN2CCN(C(=O)c3ccc(OC)cc3)CC2)cc1	7
CCCC1=C(C(=O)OCC)C(c2ccc(OC)cc2OC)NC(=O)N1 (stereo not drawn)	9
Nn1cnc2scc(-c3ccc(Cl)cc3)c2c1=O	5
COc1ccccc1-n1cnc2cc(NC(=O)c3ccccc3)ccc21	97*
C/C=C/C=C(/NC(=O)c1ccccc1)C(=O)OC	4
Cc1cc(OCC(=O)Nc2ccccn2)cc(C)c1Cl	-7
Cc1ccccc1OCCOc1ccccc1/C=c1\sc2nc3ccccc3n2c1=O	11
COc1ccccc1N(CC(=O)Nc1ccccc1Cl)S(=O)(=O)c1ccccc1	6
O=C(/C=N/O)NCCN1CCCCC1	8
CC(Oc1ccc(Cl)cc1Cl)C(=O)N1CCN(C/C=C/c2ccccc2)CC1 (stereo not drawn)	1
CC1CN(C(=O)c2ccc([N+](=O)[O-])cc2)CC(C)O1 (stereo not drawn)	0
O=C(c1ccccc1-c1nc2ccccc2[nH]1)N1CCOCC1	4
Oc1ccc(NC(=S)Nc2ccccc2)cc1	3
COc1ccc(NC(=O)COc2ccc(OC)cc2)cc1	7
C=C(C)COc1ccc2oc(-c3ccccc3)c(C(=O)O)c2c1	3
Cc1cc(C)n2nc(-c3ccc(I)cc3)cc2n1	-4
Other entries
SMILES	ER stress surv
O=C1OC2C=CC=CC2C=C1C(=O)N1CCSC1c1ccc2c3c(cccc13)CC2 (stereo not drawn)	3
COc1cc(C2CC(=O)Nc3c2ccc2ccccc32)c(OC)cc1Br (stereo not drawn)	0
c1ccc(Cn2ncc3c(N4CCOCC4)ncnc32)cc1	4
O=C(c1ccco1)N1CCN(S(=O)(=O)c2ccccc2)CC1	8
N/C(=N\OC(=O)c1ccc(I)cc1)c1ccccn1	-9
CC(C)c1ccc(NC(=O)c2cccc(Cl)c2)cc1	0
O=C1CC(N2CCN(Cc3ccc4c(c3)OCO4)CC2)C(=O)N1CCc1ccccc1 (stereo not drawn)	8
C=C(C)COc1ccc2c3c(c(=O)oc2c1C)CCCC3	8
COc1ccc(S(=O)(=O)/N=C2\C=C(Br)C(=O)c3ccccc32)cc1	-10
O=C1NCCN/C1=C\C(=O)c1ccc(F)cc1	2
CCOc1ccc(NC(=O)c2ccccc2NC(=O)c2cccs2)cc1	15
CCOc1ccc(N(CC(=O)Nc2ccc(F)cc2)S(C)(=O)=O)cc1	-1
O=c1[nH]c(=S)[nH]c2sc3c(c12)CCN(Cc1ccccc1)C3	-7
CCCC(=O)N1c2c(C)cccc2C(Nc2ccccc2C)CC1C (stereo not drawn)	3
COc1ccccc1CNC(=O)CC1S/C(=N\N=C\c2ccccc2)NC1=O (stereo not drawn)	24
N#Cc1ccc(N=Cc2cccc(O)c2O)cc1	5
COc1ccc(OC)c(/C=C2/C=C(c3ccccc3)OC2=O)c1	14
Cc1c(NC(=O)c2cccs2)cccc1NC(=O)c1cccs1	-3
CCOC(=O)CSc1nc2sc(C)c(C)c2c(=O)[nH]1	-2
CCOC(=O)c1cnc2cc(-c3cccc(Cl)c3)[nH]n2c1=O	12
COc1ccc(C(=O)N/N=C/c2ccc(N(C)C)cc2)c(OC)c1	-10
Cc1cc2c(cc1C)NC(c1cc(Br)ccc1F)C1=C(CC(C)(C)CC1=O)N2 (stereo not drawn)	4
CN(C)c1ccc(C2/C(=C(\O)c3ccc(Cl)cc3)C(=O)C(=O)N2c2cccnc2)cc1 (stereo not drawn)	7
c1ccc(C(c2ccccc2)N2CCN(c3ccc4ccccc4n3)CC2)cc1	-3
COC(=O)C1=C(C)N(CC(C)C)C(=O)/C1=C\c1cccs1	12
O=S1(=O)CCC(Oc2ccc(Br)cc2)C1 (stereo not drawn)	1
Cc1cc(Br)cc(C)c1NC(=O)c1c(F)cccc1F	2
CC1=CC(C)C2(CO)COC(c3ccc4c(c3)OCO4)C1C2C (stereo not drawn)	5
COc1cc(NC(=O)c2ccc(-c3ccccc3)cc2)ccc1NC(=O)c1ccco1	0
Oc1ccc(Nc2ccnc3cc(Cl)ccc23)cc1	-5

In a second layout: 10 of the compounds above.
compound | ER stress surv
COc1ccc(C(=O)N/N=C/c2ccc(N(C)C)cc2)c(OC)c1 | -10
Cc1cc2c(cc1C)NC(c1cc(Br)ccc1F)C1=C(CC(C)(C)CC1=O)N2 (stereo not drawn) | 4
CN(C)c1ccc(C2/C(=C(\O)c3ccc(Cl)cc3)C(=O)C(=O)N2c2cccnc2)cc1 (stereo not drawn) | 7
c1ccc(C(c2ccccc2)N2CCN(c3ccc4ccccc4n3)CC2)cc1 | -3
COC(=O)C1=C(C)N(CC(C)C)C(=O)/C1=C\c1cccs1 | 12
O=S1(=O)CCC(Oc2ccc(Br)cc2)C1 (stereo not drawn) | 1
Cc1cc(Br)cc(C)c1NC(=O)c1c(F)cccc1F | 2
CC1=CC(C)C2(CO)COC(c3ccc4c(c3)OCO4)C1C2C (stereo not drawn) | 5
COc1cc(NC(=O)c2ccc(-c3ccccc3)cc2)ccc1NC(=O)c1ccco1 | 0
Oc1ccc(Nc2ccnc3cc(Cl)ccc23)cc1 | -5

Other results follow:
SMILES	ER stress surv
CCOC(=O)c1cc(C#N)c(SCc2ccccc2)[nH]c1=O	4
Cc1ccccc1C(=O)NNC(=O)c1ccc(Br)cc1	6
CCOc1ccccc1N(CC(=O)NCCc1ccccc1)S(=O)(=O)c1ccccc1	0
COc1cc(NC(=O)c2ccc(Br)cc2)cc([N+](=O)[O-])c1	-1
COc1ccc(Br)cc1C1CC(=O)Nc2c1ccc1ccccc21 (stereo not drawn)	10
CCCOc1ccc(-c2cc(OCC)c3c(C)oc(C)c3c(=O)c2)cc1	-15
COC(=O)C1=C(C)NC(=O)/C1=C\c1cccc(OC)c1	4
Cc1ccc(C(=O)Nc2nnc(C(C)C)s2)cc1	-3
O=C(O)CN(c1ccc(Cl)c(C(F)(F)F)c1)S(=O)(=O)c1ccccc1	4
